Screening results (PubChem BioAssay)
WRN inhibitor: blocks human WRN helicase. Q14191. WRN helicase unwinding, fluorescent forked duplex, kinetic. Potency, µM (highest dose often 114 µM), for the others: top-dose activity change, negative = inhibition, hits mostly inhibitors. actives 0.46% (n = 360,000); also: potency is read from the fitted curve at half-maximal effect; % is scaled to controls: 0 for no effect and ±100 for the full control effect; nearly all actives have a fitted effect of over 55% in size
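WRN at 20 nM final preincubated with compound 15 min at room temperature; reaction started with 100 nM fluorophore/quencher forked duplex oligonucleotide and 2 mM ATP final. Unwinding followed kinetically by red fluorescence (ex 525, em 598 nm).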
GLP-1R agonist: GLP-1 receptor (human) agonism. P43220. HEK293 GLP-1R CRE-luciferase, luminescence, 4-6 h; cells express a hypersensitive GLP-1R form. Potency, µM (doses to about 45.6 µM), without a hit: at the top dose activation, actives largely listed as activators. actives 0.007% (n = 380,000). AID 624172; also: potency is read from the fitted curve at half-maximal effect; % of control where 0% means no effect
Target sequence (P43220 whole entry, looked up): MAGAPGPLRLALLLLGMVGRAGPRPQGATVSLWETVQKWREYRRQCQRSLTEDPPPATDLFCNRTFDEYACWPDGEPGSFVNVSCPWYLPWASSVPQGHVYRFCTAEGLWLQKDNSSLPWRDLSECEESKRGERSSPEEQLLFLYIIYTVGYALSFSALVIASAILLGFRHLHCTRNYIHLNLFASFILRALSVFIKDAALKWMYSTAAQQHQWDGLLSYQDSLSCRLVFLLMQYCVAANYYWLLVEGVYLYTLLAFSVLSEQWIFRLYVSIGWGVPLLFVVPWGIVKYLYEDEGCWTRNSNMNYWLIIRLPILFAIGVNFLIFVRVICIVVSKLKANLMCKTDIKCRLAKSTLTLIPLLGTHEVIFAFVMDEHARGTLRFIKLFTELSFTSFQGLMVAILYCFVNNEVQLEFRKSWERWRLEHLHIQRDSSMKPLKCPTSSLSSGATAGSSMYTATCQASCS
PLK1 PBD block: blocks phosphopeptide binding to human PLK1 polo-box domain; Plk1 PBD binding of FITC phosphopeptide, fluorescence polarization; Potency, µM, for the others: max response, negative = inhibition, usual class: inhibitors; P53350; actives 2.8% (n = 360,000); AID 720504; also: potency is read from the fitted curve at half-maximal effect; series mostly up to about 57 µM; % is scaled to controls: 0 for no effect and ±100 for the full control effect; nearly all actives have a fitted effect of over 65% in size
Target sequence (P53350 whole entry, looked up, the tested form may be a part): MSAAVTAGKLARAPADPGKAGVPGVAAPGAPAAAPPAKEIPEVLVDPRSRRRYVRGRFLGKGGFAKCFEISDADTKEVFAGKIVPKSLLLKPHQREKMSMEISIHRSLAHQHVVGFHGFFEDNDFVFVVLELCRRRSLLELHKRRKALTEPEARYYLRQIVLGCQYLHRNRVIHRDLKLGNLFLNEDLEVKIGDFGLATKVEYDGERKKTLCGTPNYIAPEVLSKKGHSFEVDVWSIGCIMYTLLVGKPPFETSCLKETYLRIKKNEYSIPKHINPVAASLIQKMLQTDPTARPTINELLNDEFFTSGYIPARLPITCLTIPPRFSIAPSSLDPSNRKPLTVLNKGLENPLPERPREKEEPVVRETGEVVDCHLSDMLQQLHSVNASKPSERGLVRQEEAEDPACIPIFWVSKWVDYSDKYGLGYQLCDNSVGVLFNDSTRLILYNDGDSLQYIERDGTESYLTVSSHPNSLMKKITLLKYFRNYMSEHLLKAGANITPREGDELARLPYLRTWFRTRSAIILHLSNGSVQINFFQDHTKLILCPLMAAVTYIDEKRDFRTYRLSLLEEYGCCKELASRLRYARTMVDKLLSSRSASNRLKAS
DRD3 agonist: activates the human D3 dopamine receptor | D3R DiscoveRx beta-arrestin cells, luminescence, 90 min | max activation, % | actives 0.58% (n = 410,000) | P35462; in the data active = max activation above about 30%; also: 0% is about no effect; mostly tested at two doses, the higher about 12 µM
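Cells at 1500/well, incubated overnight, then treated with pinned compounds (dopamine as control) for 90 min at 37 degrees C. DiscoveRx reagent added for 30 - 60 minutes at room temperature; luminescence read.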
IL-2 act: activators of IL-2; IL-2 activation reporter assay, cell-based qHTS; stimulated with anti-CD3/CD4/CD28 beads; in transgenic mouse T cells; activation, % (series mostly up to about 46 µM); actives 0.065% (n = 360,000); in the data active = activation above about 50%; inconclusive = mostly about 30% to 49%; also: 0% is about no effect
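Readout: EGFP and DsRed signals by fluorescent plate cytometry. Unstimulated transgenic mouse T cells received compound 60 min before antibody-bead stimulation, then incubated 18 h at 37 degrees C.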
DRD3 antagonist: antagonists of human D3 dopamine receptor; actives 2.5% (n = 360,000); P35462; D3R cells, DiscoveRx beta-arrestin luminescence, antagonist mode; hits give low values; max response, negative = inhibition, %; in the data active = max response below about -50%; inconclusive = no clear call, values can overlap the other calls; also: % is scaled to controls: 0 for no effect and ±100 for the full control effect; mostly tested at two doses, the higher about 12 µM
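Cells plated overnight at 1500 cells/well, then exposed to library compounds with dopamine controls for 90 minutes at 37 degrees C. DiscoveRx reagent added for 30–60 minutes at room temperature; luminescence read, quantitative HTS format.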
GLP1R cytotox: cytotoxic in the GLP-1 receptor inverse agonist counter-screen; actives 0.13% (n = 410,000); Potency, µM (series often up to 38.3 µM), for inactives: at the highest dose activity change, negative = inhibition, usual class: inhibitors; HEK293 cAMP-luciferase reporter cells, luminescence, 24 h;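 also: loss of luciferase light is scored as toxicity; potency is read from the fitted curve at half-maximal effect; % is scaled to controls: 0 for no effect and ±100 for the full control effect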
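MLSMR compounds, 24 hr on cells at 37 deg C/5% CO2; luminescence after luciferase reagent (12 min RT). Inhibition counted as the undesired cytotoxic outcome.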
PI5P4K alpha inh: blocks human PI5P4K alpha kinase activity. actives 1.2% (n = 330,000). P48426. max response, %. PI5P4Kalpha enzyme, ADP-Glo luminescence, 60 min; hits give low values; active = max response of -50% or lower; inconclusive = between -30% and -50%; inactive = -30% or higher; also: value at the top dose of about 77 µM; % is scaled to controls: 0 for no effect and ±100 for the full control effect
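ADP-Glo luminescence end-point after a 60 min room-temperature kinase reaction. PI5P4Kalpha and substrate in HEPES pH 7.4 buffer with EGTA, 0.1% CHAPS and 5% DMSO; ATP at 5 microM final.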
GLP-1R inv ag: inverse agonists of human GLP-1 receptor. actives 1.6% (n = 410,000). HEK293 GLP-1R CRE-luciferase, luminescence, 24 h; GLP-1R form is constitutively active. Potency, µM (titrated, usually from 38.3 µM), for the others: at the highest dose activity change, negative = inhibition, hits mostly inhibitors. AID 624417. P43220; also: potency is read from the fitted curve at half-maximal effect; % is scaled to controls: 0 for no effect and ±100 for the full control effect; nearly all actives have a fitted effect of over 55% in size
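Using stably transfected HEK293 (constitutively active GLP-1R, cAMP-luciferase reporter), compounds were incubated 24 hr and luciferase measured by luminescence.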
Numbers without * were called inactive; u = inconclusive; x = no result given; & = joins results of further samples; [ ] = dose if it differs, or a comment. Unless noted, calls follow the shape of the dose curve; as a rule, active = well fitted curve in the direction sought with a large enough effect; inconclusive = small, poorly fitted or top-dose-only effect, or another doubt; inactive = no such curve, though single readings can be large; an effect the other way counts as inactive or inconclusive.

SMILES	WRN inhibitor	GLP-1R agonist	PLK1 PBD block	DRD3 agonist	IL-2 act	DRD3 antagonist	GLP1R cytotox	PI5P4K alpha inh	GLP-1R inv ag
CCCS(=O)(=O)NC(=O)C1(C)CCCN(C(=O)c2cc(C(C)(C)C)nn2C)C1 (centres undefined)	-3%	1%	-3%	2	-0.2	-29	-3%	3	25%
CC(C)c1ccccc1NC(=O)Nc1ccc2c(c1)OCO2	5%	-1%	4%	-4	-2.6	0	13%	-4	u
O=C(CSc1nc2[nH]c(=O)cc(O)c2s1)NCCc1ccccc1	-10%	-8%	-6%	1	-3.5	5	2%	-23	5%
COc1ccc(NC(=O)N2CCCc3ccccc32)c(OC)c1	-1%	-4%	-6%	-6	-3.3	13	-3%	5	-43%
COc1ccccc1Cc1noc(C(C)(C)NC(=O)c2ccccc2)n1	-2%	8%	-8%	-9	-0.2	0	5%	x	-7%
COc1cccc(C2=NC(C)(C)NC(c3ccccc3O)C2)c1 (centres undefined)	-21%	-20%	-26%	-2	-5.5	0	14%	7	0%
O=[N+]([O-])c1ccc2c(c1)ncn2CCc1ccccc1	2%	22%	-5%	-2	-0.7	-3	-17%	-5	21%
CCCC(=O)N1CCCC(c2nc(-c3cccc(OC)c3)no2)C1 (centres undefined)	-1%	5%	-13%	-2	-0.5	-1	1%	-4	u
CCn1c(SCC(=O)Nc2nonc2C)nnc1-c1ccoc1C	-2%[57.1 µM]	3%	-1%	-16	-1.8	-3	-6%	2	19%
NC(=O)NCc1ccccc1F	0%	2%	2%	9	0.7	2	-5%	3	-12%
Cc1cc2c(Nc3ccc(O)cc3)ncnc2s1	-8%	-4%	-2%	0	-1.7	2	-14%	-16	48%[activator]
Cc1cc(Cl)ccc1NC(=S)NCC(O)c1ccccc1 (centres undefined)	-3%	1%	-1%	0	-0.9	-1	3%	7	u
Cn1c(C(=O)Nc2ccc3c(c2)OCO3)cc2sccc21	-7%	0%	-10%	-6	0.0	-12	-21%	-8	u
CC(=O)c1cccc(NC(=O)CSc2nc3ccccc3c(=O)n2CCCN2CCOCC2)c1	-1%	15%	-11%	2	-0.2	2	-18%	3	50%[activator]
CCCN(CC1CC1)C(=O)CSc1ncnc2sc(C)c(C)c12	3%	12%	-3%	9	-0.4	16	-3%	x	-8%
CNC(=O)CSc1nnc(-c2ccc(S(=O)(=O)N3CCCC3)cc2)n1-c1cccc(C)c1C	-6%	8%	-19%&-6%	-3	-0.9	-4	-6%	x	7%
O=C(N/N=C\C=C\c1ccc(Br)cc1)c1ccc2c(c1)OCO2	-17%	8%	-19%	-4	0.4	1	-3%	-14	-18%
COc1ccc(OCC(=O)Nc2c(C)ccc3nsnc23)cc1	-30%	0%	-8%	-1	-3.0	-10	2%	5	-1%
CCCS(=O)(=O)N1CCC(C(=O)NC2CCCCC2C)CC1 (centres undefined)	8%	-16%	-5%	1	0.8	54	-6%	4	0%
O=C(CN1CCc2ccccc2C1)Nc1ccccc1N1CCCCCC1	-2%	0%	-4%	-43	-0.5	-54*	2%	x	-10%
CCOC(=O)c1c(/N=C/c2cc([N+](=O)[O-])ccc2O)sc(C)c1C	-2%[57.1 µM]	9%	8%	-5	2.4	1	6%[1.53 µM]	-2	1%
O=C(O)c1ccccc1C(=O)N1N=C2/C(=C/c3cccc([N+](=O)[O-])c3)CCCC2C1c1cccc([N+](=O)[O-])c1 (centres undefined)	-11%	-2%	67µM*	-6	2.2	-9	0%[7.66 µM]	-15	3%[7.66 µM]
CC(C(=O)N1CCN(C(=O)c2ccco2)CC1)N1C(=O)NC2(CCCCC2C)C1=O (centres undefined)	6%	-6%	3%	-4	0.5	0	1%	4	7%
COc1ccc(N(CC(=O)Nc2ccc3c(c2)OCO3)S(=O)(=O)c2c(C)nn(C)c2C)cc1	1%	13%	-11%	-7	-3.1	-30	-4%	2	14%
Cc1oc(C)c(S(=O)(=O)NCc2cccs2)c1C(=O)O	1%	-8%	-14%	2	-0.5	-16	3%	3	8%
CCc1ccc(Oc2nc([N+](=O)[O-])nn2C)cc1	-5%	3%	-10%	-1	-4.9	0	0%	7	21%
CCOC(=O)Cn1cnc2onc(-c3ccc(F)cc3)c2c1=O	x	0%	x	-4	x	x	2%	x	5%
COC(C#CCCN(C)C)(c1ccccc1)c1ccccc1	1%	-2%	-2%	-22	-2.6	u	4%	8	-32%
O=C(CCCCn1c(=O)c2ccccc2n(CC(=O)Nc2cccc(C(F)(F)F)c2)c1=O)NCc1ccc2c(c1)OCO2	x	1%	x	7	x	x	-6%	x	7%
COc1ccc(-c2cc(-c3ccccc3)nc3c2COc2ccccc2-3)cc1	x	1%	x	-3	x	x	3%	x	3%
CC(C(=O)N1CCc2ccccc21)N1CCN(S(=O)(=O)c2ccc(C(F)(F)F)cc2)CC1 (centres undefined)	-1%	-5%	-5%	3	-3.6	11	-5%	9	u
COc1ccccc1N1C(=S)NC2CS(=O)(=O)CC21 (centres undefined)	-5%	6%	-7%	9	2.2	6	-14%	3	4%
CSc1nsc(/C=C/Nc2ccc(F)cc2F)c1C#N	-35%[57.1 µM]	15%	-13%	-3	0.6	-17	9%	-29	4%
NS(=O)(=O)c1ccc(CCNC(=O)NC2(C(F)(F)F)Oc3ccccc3O2)cc1	-11%	24%	-2%	1	-2.6	19	-13%	-2	0%
COc1ccccc1CNC(=O)CS(=O)(=O)Cc1nc(-c2ccccc2C)oc1C	x	0%	x	4	x	x	-1%	x	-1%
COCCn1c(=NC(=O)/C=C/c2ccccc2Cl)sc2cc(NC(C)=O)ccc21	-19%	11%	-2%	6	16	2	-22%	6	3%
CCCNC(=O)c1onc(CSc2ccc(Cl)cc2)c1C(=O)NCCOC	-2%	13%	-26%	-16	-3.0	u	6%	7	u
Cc1ccc(-c2noc(CSc3nnc(-c4ccncc4)n3-c3ccc(C)cc3)n2)cc1	-6%	23%	-11%	5	-3.5	17	u	x	0%
CCOC(=O)C1CCN(CCC(=O)Nc2ccccc2Cl)CC1	-7%	11%	24µM*	-29&-5	3.0	-21	2%&-3%	-8	1%&-9%
COc1ccc(C(CNC(=O)Cc2ccc(-c3ccccc3)cc2)N(C)C)cc1 (centres undefined)	-6%	6%	4%	-8	-2.0	-9	-26%	0	u
Cc1ccc(NC(=O)CCC(=O)O)cc1F	1%	-16%	-3%	-5	0.0	6	-18%	x	73%[activator]
OC(c1ccccn1)(c1ccccn1)c1ccccn1	-2%	-8%	3%	2	-1.0	7	-2%	-2	-28%
COc1cc(C2Nc3ccc4ncccc4c3C3=C2C(=O)CCC3)cc(OC)c1O (centres undefined)	2%	25%	-11%	-2	-0.4	17	u	0	12%
COc1ccc(CNC(=O)C2CCCC2)cc1	6%	12%	-11%	8	-0.2	7	-10%	1	1%
O=C(Nc1ccc(-c2cn3ccccc3n2)cc1)c1cccs1	-10%[11.6 µM]	13%	-17%	-3	-0.8	-5	1%	-10	u

Quoted from the entries so far for reference:
SMILES	WRN inhibitor	GLP-1R agonist	PLK1 PBD block	DRD3 agonist	IL-2 act	DRD3 antagonist	GLP1R cytotox	PI5P4K alpha inh	GLP-1R inv ag
CC(C(=O)N1CCc2ccccc21)N1CCN(S(=O)(=O)c2ccc(C(F)(F)F)cc2)CC1 (centres undefined)	-1%	-5%	-5%	3	-3.6	11	-5%	9	u
COc1ccccc1N1C(=S)NC2CS(=O)(=O)CC21 (centres undefined)	-5%	6%	-7%	9	2.2	6	-14%	3	4%

The list continues:
SMILES	WRN inhibitor	GLP-1R agonist	PLK1 PBD block	DRD3 agonist	IL-2 act	DRD3 antagonist	GLP1R cytotox	PI5P4K alpha inh	GLP-1R inv ag
COC(=O)N1C(=O)[C@](c2ccccc2)(C2CCCCC2)N1C(=O)OC	6%	-5%	-16%	-7	-2.9	u	-8%	9	2%
CC(C)=CCC12Oc3cc(O)ccc3C1(O)Oc1cc(O)c([C@H]3C=C(C)CC(c4ccc(O)cc4O)[C@H]3C(=O)c3ccc(O)cc3O)c(O)c1C2=O (some centres undefined)	-26%	-4%	-9%	-44	-0.4	-52*	-18%	-92*	u
Nc1c([N+](=O)[O-])c(=O)oc2ccccc12	-8%	9%	-8%	3	-1.2	14	-3%	3	56%[activator]
CC1(c2nnnn2C2CCCC2)CCC(=O)N1c1ccc2c(c1)OCCO2 (centres undefined)	-3%	x	-12%	1	0.6	-4	2%	-4	1%
O=C(COc1ccccc1N1C(=O)c2ccccc2C1=O)c1ccc(Cl)cc1	-1%	5%	-7%	-5	-0.1	10	61%[activator]	9	0%
CCc1ccc(NC(=S)NCC2CCCN2CC)cc1 (centres undefined)	8%	3%	-3%	-27	-7.5	-75*	10%	-4	4%
O=S(=O)(c1ccccc1)N1CCN(C(=S)Nc2ccc(Br)cc2)CC1	3%	-2%	3%	0	-0.1	6	-6%	-6	0%
Cc1ccc(S(=O)(=O)Nc2ccc(Cl)cc2)cc1NC(=O)Cn1cnc2c1c(=O)n(C)c(=O)n2C	-16%	3%	-11%	-8	-1.2	12	1%	-5	-7%
COc1ccc(CN2C(=O)c3cccnc3C2=O)cc1S(=O)(=O)NCc1ccco1	-6%	-6%	2%	-3	-0.5	-6	-6%	1	9%
O=C(c1ccco1)N1CCN(Cc2cn[nH]c2-c2ccc(F)cc2F)CC1	-8%	1%	-12%	7	-4.8	11	-12%	0	-6%
CNC(=S)N(CCc1c(C)[nH]c2ccc(F)cc12)Cc1cccnc1	-9%	9%	-3%	-6	0.2	0	-17%	0	-17%
COC(=O)c1ccccc1NC(=O)CN(c1ccc(C)cc1)S(C)(=O)=O	3%	-5%	-13%	0	1.6	4	-1%	1	5%
Cc1cc(NS(=O)(=O)c2ccc(NC(=O)CCc3ccccc3)cc2)no1	2%	-12%	-7%	5	-0.1	18	-4%	-6	-23%
CCCCn1c(N)c(N(CC(C)C)C(=O)CC2CCCC2)c(=O)[nH]c1=O	3%	0%	-5%	5	0.8	11	8%	8	11%
O=C(NCCC(=O)N1O[C@@H]2C=C[C@H]1C2)OCC1c2ccccc2-c2ccccc21	-1%	0%	-6%	16	0.1	48	5%	4	9%
O=C(NCCc1ccccn1)c1ccc(OC2CCN(CCc3ccccc3)CC2)cc1	13%	4%	-13%	-28	-2.0	-62*	-6%	-4	u
COc1ccc(NS(=O)(=O)c2ccc(NC(=O)c3ccc(Br)cc3)cc2)nn1	-2%	8%	-5%	2	-0.8	20	-6%	-1	-8%
